TbREL1 inh = TbREL1 inhibition, primary screen. inhibition, % at 9.66 µM. P86926. TbREL1 RNA ligation, FRET fluorescence. hit rate 0.49% among 89,000. AID 1117264;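 active = inhibition above the mean inhibition across all screened compounds plus 3 SD, cut at about 11% in these data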;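 note: 0% = plate median of test wells and 100% = NSC42067 control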
Target sequence (P86926 whole entry, looked up): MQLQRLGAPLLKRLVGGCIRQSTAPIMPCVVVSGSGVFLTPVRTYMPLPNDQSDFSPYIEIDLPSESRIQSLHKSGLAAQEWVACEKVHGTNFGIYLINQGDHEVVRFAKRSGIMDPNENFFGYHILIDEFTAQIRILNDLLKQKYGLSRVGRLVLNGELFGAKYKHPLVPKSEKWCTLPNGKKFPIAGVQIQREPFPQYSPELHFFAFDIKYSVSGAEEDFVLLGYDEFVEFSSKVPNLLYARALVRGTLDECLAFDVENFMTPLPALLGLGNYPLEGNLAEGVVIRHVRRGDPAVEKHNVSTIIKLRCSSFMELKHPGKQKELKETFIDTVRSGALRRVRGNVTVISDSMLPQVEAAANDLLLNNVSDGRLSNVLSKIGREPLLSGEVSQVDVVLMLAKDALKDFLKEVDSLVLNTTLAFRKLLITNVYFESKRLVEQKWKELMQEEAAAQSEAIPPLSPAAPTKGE
* = called active by the depositor. Only part of the results is shown. The share of hits here may be higher or lower than overall.

SMILES | TbREL1 inh
CCN(C)C1CN(Cc2cn(CCCOC)nn2)S(=O)(=O)C1 (configuration not stated) | 5
CCNC(=S)NNC(=O)CSc1nc2ccccc2c(=O)n1-c1ccc(Cl)cc1 | -1
Cc1ccc(C)c(N2CC(C(=O)Nc3cc(C)on3)CC2=O)c1 (configuration not stated) | 0
CCC[C@H]1[C@@H](NC(=O)c2ccc(C)cc2)CC[C@@]23CCCN2C(=O)CCC[C@@H]13 | 1
CCCCn1c(N)c(N(CCOC)C(=O)CCS(=O)(=O)c2ccc(Cl)cc2)c(=O)[nH]c1=O | 3
COc1c(C)cc(C(O)c2ncc(-c3ccccc3Cl)[nH]2)cc1C (configuration not stated) | 2
COC(=O)[C@@H]1C[C@@]2(O)[C@H](O)[C@H](O)[C@H](O)C[C@H]2N1Cc1cc(OC)cc(OC)c1 | -3
COc1cccc(CN2CC(C(=O)N(C)Cc3ccnc4ccccc34)CCC2=O)c1 (configuration not stated) | 3
COc1cccc(/C(O)=C2/C(=O)C(=O)N(c3cc(C)on3)C2c2cccs2)c1 (configuration not stated) | 0
N#C/C(=C\C1CC2C=CC1C2)c1nc2ccccc2[nH]1 (configuration not stated) | 0
Cc1ccccc1-n1c(=O)c(C#N)cc2c(=O)n3ccccc3nc21 | -1
Cc1cccc(OCCCC(=O)NC(C)c2ccccc2)c1 (configuration not stated) | 0
CC(C)(C)CSc1nnc(-c2cccnc2)n1Cc1ccccc1 | -3
O=C(NCCS(=O)(=O)N1CCN(Cc2ccccc2)CC1)c1ccccc1 | -2
COc1ccc(-c2[nH]ncc2CN2CCN(Cc3cccs3)CC2)cc1F | 0
Cc1cccc(-c2nc3ccccc3c(=O)n2NC(=O)c2cccs2)c1 | 2
CO[C@@H]1O[C@@H]2COC(c3ccccc3)O[C@@H]2[C@@H](OC)[C@@H]1O (some centres not stated) | -1
CC(=O)Nc1ccc2c(c1)nc(CCN1CCN(C)CC1)n2C | 7
CC(NCC(O)COc1ccc2ccccc2c1)c1ccccc1 (configuration not stated) | 14*
COc1cc2c(cc1NC(=O)COC(=O)C1CC(=O)N(Cc3ccco3)C1)oc1ccccc12 (configuration not stated) | -6
CC(=O)C1C(=O)c2c(cccc2[N+](=O)[O-])C1=Nc1cccc(Cl)c1 (configuration not stated) | 2
Cc1cc(C)c(N(CC(=O)NC(C)(C)C)C(=O)CNC(=O)c2cccs2)c(C)c1 | -2
COc1ccc(C(O)c2nc(-c3cc4ccccc4o3)cs2)cc1 (configuration not stated) | -3
CN(C)C1=NC[C@H](Cc2ccccc2)N1CCCCc1ccccc1 | 6
Cc1ccc(S(=O)(=O)N2CCN(C(=O)COC(=O)c3ccc([N+](=O)[O-])o3)CC2)c(C)c1 | 1
CCOc1ccccc1NC(=O)C(NCC1(N2CCCCC2)CCCCC1)c1ccccc1 (configuration not stated) | 6
Cc1ccc(C(C#N)c2ccc(Cl)nn2)cc1 (configuration not stated) | 0
CC(C)(C)n1ncc2c(=O)n(Cc3c(Cl)cccc3Br)cnc21 | 2
O=C(CN1CCOCC1)Nc1ccccc1NC(=O)C1CCN(c2ncccn2)CC1 | 1
CC(C)C1(c2ccsc2)NC(=O)NC1=O (configuration not stated) | 5
O=C(NCc1ccccc1Cl)C1CCC(=O)N(CCCN2CCCC2=O)C1 (configuration not stated) | 0
COc1ccccc1NC(=O)N1CCCC1C(=O)Nc1ccc(NC(C)=O)cc1 (configuration not stated) | -3
Cc1noc(C)c1S(=O)(=O)N(CC(=O)NCc1ccc2c(c1)OCO2)c1ccc(C(C)C)cc1 | 2
O=C(CCl)c1cc2c3c(c1)CC(=O)N3CCC2 | 6
O=C(Nc1ccccc1)c1cccc2c(-c3cccnc3)coc12 | -1
Nn1c(SCC(=O)N2c3ccccc3Sc3ccc(Cl)cc32)nnc1-c1n[nH]c2c1CCC2 | -2
COc1ccc(-n2c(N)c(C(=O)NCc3cccnc3)sc2=S)cc1 | -1
N#C/C(=C\Nc1ccc(Cl)cc1)S(=O)(=O)c1ccccn1 | 1
O=C(Oc1cccc(NC(=O)c2cccs2)c1)c1cccc(S(=O)(=O)N2CCCC2)c1 | 0
COc1ccc(C2C(C#N)=C(N)Oc3c2c(C)nn3-c2ccccc2)cc1Cn1nc(C)c([N+](=O)[O-])c1C (configuration not stated) | -3

Marked active in TbREL1 inh, of those listed so far:
SMILES | TbREL1 inh
CC(NCC(O)COc1ccc2ccccc2c1)c1ccccc1 (configuration not stated) | 14*

Following part:
SMILES | TbREL1 inh
O=C(COc1ccc(Br)cc1)NCCNC(=O)c1cccnc1 | -1
CCOC(=O)N[C@H](Cc1c[nH]c2ccccc12)C(=O)NC1CC1 | -3
COc1cccc(NC(=O)CN2C(=O)C(=O)N(C3CCCC3)C2=O)c1 | -5
Cc1ccc(NC(=S)N/N=C2/CCCc3c(C)cc(C)cc32)cc1 | 3
COc1cccc(/C=C/C(=O)OCC(=O)NCCC2=CCCCC2)c1 | -4
CC(CCc1ccccc1)NC(=O)CNC(=O)COc1ccccc1 (configuration not stated) | 1
CC(=O)c1ccc2oc3ccccc3c(=O)c2c1 | 1
O=C(N[C@@H](Cc1cccnc1)C(=O)N1CCC[C@H]1C(=O)NCc1ccccc1)c1ccc(Cl)c(Cl)c1 | 3
COCCN(C(=O)COC(=O)c1oc2ccc(OC)cc2c1C)c1c(N)n(Cc2ccccc2)c(=O)[nH]c1=O | -2
CCOc1ccccc1N(CC(=O)NC1CCCCC1)S(=O)(=O)c1ccc(C)cc1 | -1
O=C(O)CCN1C(=O)C2C3C=CC(C3)C2C1=O (configuration not stated) | 0
Cc1cc(Oc2cccnc2)ccc1NC(=O)Cc1c(C)[nH]c2ccccc12 | -3
Cc1ccc(NC(=O)CSc2nccn2C)cc1F | -2
CCOC(=O)c1c(C)n(C)c2cc(Br)c(C)cc12 | 2
Cc1cc(S(=O)(=O)N2CCOCC2)ccc1OCC(=O)NCc1ccco1 | 1
COCCSc1ccccc1C(=O)Nc1cc(C)ccn1 | 0
COc1ccc(Nc2ccnc(Nc3ccc(OC)cc3)n2)cc1 | 3
COc1ccc(C(=O)Nc2cc3c(cc2OC)CCCC3)cc1Br | -1
COc1cc2[nH]c(=O)n(CCCC(=O)NCCc3ccccc3)c(=O)c2cc1OC | 0
CN1C(=O)C(O)(CC(=O)c2cccnc2)c2ccccc21 (configuration not stated) | 0

Another view of some results above:
> COc1cccc(/C=C/C(=O)OCC(=O)NCCC2=CCCCC2)c1
  TbREL1 inh = -4

> CC(CCc1ccccc1)NC(=O)CNC(=O)COc1ccccc1 (configuration not stated)
  TbREL1 inh = 1

> CC(=O)c1ccc2oc3ccccc3c(=O)c2c1
  TbREL1 inh = 1

> O=C(N[C@@H](Cc1cccnc1)C(=O)N1CCC[C@H]1C(=O)NCc1ccccc1)c1ccc(Cl)c(Cl)c1
  TbREL1 inh = 3

Next part
SMILES | TbREL1 inh
COC(=O)c1c(NC(=O)COC(=O)Cn2cnc3ccccc32)sc(C)c1C | 3
Cc1ccc(S(=O)(=O)N2CCCC(C(=O)NCC3CCCO3)C2)cc1 (configuration not stated) | -1
COc1ccc2nc3c(cc2c1)c(NC(=O)C1CCCO1)nn3CC(C)C (configuration not stated) | 0
Cc1ccc(OCCn2c(SCCO)nc3c(N)ncnc32)cc1 | -1
CCC[C@H]1[C@@H](OC(=O)N2CCOCC2)CC[C@@]23CCCN2C(=O)CCC[C@@H]13 | 8
O=C(NCCc1c[nH]c2ccccc12)OCc1cn(Cc2ccccc2Cl)nn1 | -4
Cc1ccc(C(=O)Cn2nnc(-c3ccccc3-n3cnnn3)n2)cc1 | 6
O=C(NCc1cccc(OC(F)(F)F)c1)c1ccc2c(c1)S(=O)(=O)c1cc(Cl)ccc1C2=O | 6
CN(C)c1ccc(/C=N/NC(=O)CN(c2ccccc2Cl)S(C)(=O)=O)cc1Br | 5
Cc1ccc(NC(=O)CSc2nnc(NC(=O)c3ccc(S(=O)(=O)N4CCOCC4)cc3)s2)cc1 | -1
CC1=C(C(=O)OCC2CCCO2)C(c2ccccc2OC(C)C)C2=C(CC(c3ccco3)CC2=O)N1 (configuration not stated) | -2
COc1cccc(NC(=O)N(C)C[C@H]2OCc3cn(nn3)CCCC(=O)N([C@@H](C)CO)C[C@@H]2C)c1 | 2
Cc1cc2oc3c(c(=O)c2cc1C)C(c1cccc(Br)c1)N(Cc1ccco1)C3=O (configuration not stated) | 1
Cc1cccc(-n2c(CNC(=O)COc3ccccc3)nnc2SCC(=O)Nc2nccs2)c1 | 3
CC(NC(=O)COC(=O)CCc1nc2ccccc2c(=O)[nH]1)c1ccccc1 (configuration not stated) | -2
CC(C)CNC(=O)CC1Oc2ccccc2NC1=O (configuration not stated) | 1
CCn1c2ccccc2c2cc(NC(=O)CSc3nnc(-c4ccc(OC)cc4)n3N)ccc21 | -3
COCc1c(C(=O)NC2CCCCC2)sc2cccc(F)c12 | -1
CCC1(C)CC(C(CC(=O)O)c2ccc(C)cc2)CCO1 (configuration not stated) | 1
Cc1ccc(OCc2ccc(C(=O)N3CCCC3)o2)c([N+](=O)[O-])c1 | 1

Part of the list above, as a markdown table.
| canonical_smiles | TbREL1 inh |
| --- | --- |
| Cc1cccc(-n2c(CNC(=O)COc3ccccc3)nnc2SCC(=O)Nc2nccs2)c1 | 3 |
| CC(NC(=O)COC(=O)CCc1nc2ccccc2c(=O)[nH]1)c1ccccc1 (configuration not stated) | -2 |
| CC(C)CNC(=O)CC1Oc2ccccc2NC1=O (configuration not stated) | 1 |

(cont.)
SMILES | TbREL1 inh
CN(CC(=O)Nc1cccc(F)c1)C(=O)c1cccc(N2C(=O)CCC2=O)c1 | 7
O=C1CCc2cc(S(=O)(=O)NCCCC(=O)N3CCN(Cc4ccc5c(c4)OCO5)CC3)ccc2N1 | -2
CCc1ccc(-n2c(=O)c3ccccc3n(CC(=O)C(C)(C)C)c2=O)cc1 | -1
Cc1cc2nnc(SCc3ccc4c(c3)OCO4)n2c2ccccc12 | 1
CCc1cc(CNC(=O)c2cc(COc3ccc(C)nc3)on2)on1 | 0
CCCCn1c(N)c(N(CC(C)C)C(=O)CN(C)Cc2cccc(OC)c2)c(=O)[nH]c1=O | -4
Oc1ccc(N2CCN(c3ccnc4cc(Cl)ccc34)CC2)cc1 | 3
COC(=O)c1ccc(OC)c(CSc2nnc(COc3ccc(Cl)cc3)o2)c1 | 7
Cc1ccc(C(=O)N2CCN(C/C=C/c3ccccc3)CC2)cc1S(=O)(=O)N1CCOCC1 | -2
CCC(=O)NC(=S)Nc1ccc(-c2nc3ccccc3s2)cc1 | 0
COCCCNC(=O)Cn1nc(-c2ccccc2OC)ccc1=O | -1
COc1ccc(-c2nc(CS(=O)CC(=O)NC3CCCC3)c(C)o2)cc1 (configuration not stated) | -1
CN1CCN(C2CCCCCC2)CC1 | 1
COc1ccc(/C=C/C(=O)OCC(=O)Nc2ccc(Cl)c(S(=O)(=O)N(C)C)c2)cc1OC | 1
COc1ccc(-n2sc3ccc(F)cc3c2=O)cc1 | -3
Cc1ccccc1OCC(=O)N/N=C/c1ccc(N(C)C)cc1 | 0
COc1cc(CNC2CCCCC2OC)cc(OC)c1 (configuration not stated) | 1
CCCCCCC(=O)N(O)C1CC(=O)N(Cc2ccccc2)C1=O (configuration not stated) | 3
CN(C)S(=O)(=O)c1ccc(C(=O)NC2CCCc3ccccc32)cc1 (configuration not stated) | 4
Cc1ccc(C)c(-c2nnc(NC(=O)CCS(=O)(=O)c3ccc(F)cc3)o2)c1 | 2
COc1ccc2c(c1)[nH]c1c(N3CCN(Cc4ccc5c(c4)OCO5)CC3)ncnc12 | -1
O=C(N[C@@H]1CC[C@H]2SC[C@H](C(=O)O)N2C1=O)OCC1c2ccccc2-c2ccccc21 | 10
CCOC(=O)CSc1nc(N)nc(C)c1Br | -1
O=C(Nc1ccccc1)/C(=C\c1ccc(F)cc1)NC(=O)c1ccco1 | -2
O=C(c1ccccc1F)N1CCC2CC1c1cc(-c3ccc4c(c3)OCO4)ccc12 (configuration not stated) | 5
Cn1nc(C(=O)Nc2nc3ccccc3[nH]2)c2ccccc2c1=O | 1
CC(=O)NC(C)(c1ccccc1)c1nc(-c2ccc(S(C)(=O)=O)cc2)cs1 (configuration not stated) | -4
O=C(O)CC/C(=N\Nc1ccc(S(=O)(=O)N2CCCC2)cc1[N+](=O)[O-])c1cccs1 | -2
O=C(NC1CCCC1)c1ccccc1OCc1ccccc1 | 1
CCCCNC(=O)Cn1c(=O)n(C)c2ccccc21 | -4
COc1ccccc1NC(=O)C1CCCN1C(=O)NC1CCCCC1 (configuration not stated) | 4
O=C(O)c1cccc(N/N=C/c2cccnc2)c1 | -1
O=C(C1CCCCN1S(=O)(=O)c1ccccc1)N1CCCCC1 (configuration not stated) | -1
O=C(NCc1ccc(Cl)cc1)c1ccc(NC(=O)C2CCCO2)cc1 (configuration not stated) | -2
CCOC(=O)N1CCN(Cc2nc(Cc3cccc(C(F)(F)F)c3)no2)CC1 | 1
CCOC(=O)/C=c1/s/c(=C/c2ccc3cc(OC)ccc3c2)c(=O)n1CC(=O)NCc1ccc2c(c1)OCO2 | 0
COc1ccc(NC(=O)Nc2ccc3nc([C@@H]4O[C@H](CO)[C@@H](O)[C@H](O)[C@H]4O)[nH]c3c2)cc1OC1CCCC1 | -2
O=C(CSc1ccc(-c2ccncc2)nn1)N1CCCC1 | 2
CCSc1nnc(Cn2c(=O)sc3ccccc32)n1C | 0
O=C(CN1CCCc2ccccc21)NCc1ccccc1F | -1
COc1cc2c(cc1OC)CN(C(=O)CNS(=O)(=O)c1ccc(C)c(C)c1)CC2 | -2

Quoted from the listing:
Value of `COc1ccc2c(c1)[nH]c1c(N3CCN(Cc4ccc5c(c4)OCO5)CC3)ncnc12` in TbREL1 inh: -1
Value of `O=C(NCc1ccc(Cl)cc1)c1ccc(NC(=O)C2CCCO2)cc1` (configuration not stated) in TbREL1 inh: -2
Value of `Cn1nc(C(=O)Nc2nc3ccccc3[nH]2)c2ccccc2c1=O` in TbREL1 inh: 1
Value of `O=C(C1CCCCN1S(=O)(=O)c1ccccc1)N1CCCCC1` (configuration not stated) in TbREL1 inh: -1
Value of `COc1ccc(NC(=O)Nc2ccc3nc([C@@H]4O[C@H](CO)[C@@H](O)[C@H](O)[C@H]4O)[nH]c3c2)cc1OC1CCCC1` in TbREL1 inh: -2
Value of `CCOC(=O)/C=c1/s/c(=C/c2ccc3cc(OC)ccc3c2)c(=O)n1CC(=O)NCc1ccc2c(c1)OCO2` in TbREL1 inh: 0

Assay outcomes (PubChem BioAssay)
